# 12-LOX inh: inhibitors of human 12S-lipoxygenase ALOX12; purified 12hLO, xylenol orange hydroperoxide absorbance; Potency, µM (highest dose often 108 µM), inactives show at the top dose activity change, negative = inhibition, actives largely listed as inhibitors; 580,000 compounds, 1.1% hits; also: potency is read from the fitted curve at half-maximal effect; % is scaled to controls: 0 for no effect and ±100 for the full control effect
#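 Hydroperoxide product was detected by ferrous iron/xylenol orange as the 573 to 405 nm absorbance ratio. Arachidonic acid at 40 uM (final) was turned over for 30 min at room temperature by 150 nM human 12hLO, pH 7.0 Hepes buffer, after 15 min compound preincubation.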
# GLS inh: blocks human kidney-isoform glutaminase activity | 410,000 compounds, 0.21% hits | Potency, µM (highest dose often 45.5 µM), for inactives: top-dose activity change, negative = inhibition, usual class: inhibitors | GLS enzymatic activity, qHTS titration; also: potency is read from the fitted curve at half-maximal effect; % is scaled to controls: 0 for no effect and ±100 for the full control effect
#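 Enzyme dispensed in phosphate buffer (45 mM, pH 8.2, 0.02% Tween-20), compounds pinned in, then 1 mM L-glutamine solution and the glutamate oxidase–HRP–Amplex Red mix added; fluorescence read immediately and again after 30 min at room temperature.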
# BAZ2B inh: inhibitors of human BAZ2B bromodomain; Q9UIF8; AlphaScreen BAZ2B-H3K14Ac peptide displacement; Potency, µM (top dose mostly 114 µM), for the others: at the highest dose activity change, negative = inhibition, hits mostly inhibitors; 360,000 compounds, 4.4% hits; also: potency is read from the fitted curve at half-maximal effect; % is scaled to controls: 0 for no effect and ±100 for the full control effect; nearly all actives have a fitted effect of over 60% in size
#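 In this displacement format the biotinylated H3(5-23) peptide acetylated at Lys14 serves as ligand at 50 nM, with BAZ2B at 50 nM in PBS pH 7.4 containing 0.01% Tween-20. Donor and acceptor beads are 10 ug/mL final.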
# JMJD2A Tudor: blocks the human JMJD2A Tudor domain. AlphaScreen JMJD2A-Tudor / H3K4me3 peptide binding. Potency, µM (series often up to 114 µM), for the others: at the top dose activity change, negative = inhibition, hits mostly inhibitors. 390,000 compounds, 4.4% hits. AID 504339; also: potency is read from the fitted curve at half-maximal effect; % is scaled to controls: 0 for no effect and ±100 for the full control effect; nearly all actives have a fitted effect of over 50% in size
# G9a inh: blocks human histone lysine methyltransferase G9a | Potency, µM (highest dose often 102 µM), for the others: top-dose activity, negative = inhibition, most hits filed as inhibitors | G9a H3K9 monomethylation, AlphaScreen, 2 h | 350,000 compounds, 8.8% hits | Q96KQ7; also: potency is read from the fitted curve at half-maximal effect; % is scaled to controls: 0 for no effect and ±100 for the full control effect; nearly all actives have a fitted effect of over 75% in size
#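 AlphaScreen detection with an anti-monomethyl H3K9 antibody quantified product after a 2 h room-temperature reaction containing 500 nM biotinylated H3K9 peptide, 20 µM SAM and 20 nM enzyme, which had been preincubated 15 min with compound.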
# HP1b binding inh: HP1-beta chromodomain-methylated histone interaction inhibition | P83916 | AlphaScreen HP1-beta / biotin-H3K9me3 peptide binding | Potency, µM (series often up to 114 µM), without a hit: at the highest dose activity change, negative = inhibition, usual class: inhibitors | 390,000 compounds, 0.56% hits | AID 540317; also: potency is read from the fitted curve at half-maximal effect; nearly all actives have a fitted effect of over 70% in size; inactives centre near 23
# Target sequence (P83916 whole entry, looked up): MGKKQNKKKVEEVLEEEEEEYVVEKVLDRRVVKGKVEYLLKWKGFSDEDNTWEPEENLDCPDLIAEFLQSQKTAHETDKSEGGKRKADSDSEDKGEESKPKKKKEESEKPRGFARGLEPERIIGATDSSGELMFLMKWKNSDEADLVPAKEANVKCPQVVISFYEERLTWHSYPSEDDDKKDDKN
#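 AlphaScreen: HP1-beta (50 nM) preformed 30 min with biotin-H3(1-18)K9me3 peptide (50 nM) in PBS pH 7.4, 0.01% Tween-20. Compound added for 30 min at RT, then streptavidin donor/nickel chelate acceptor beads (10 ug/mL) for 30 min.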
# ERG-DNA inh: ERG Ets/DNA interaction inhibition; P11308; Potency, µM (top dose mostly 76.9 µM), for inactives: at the top dose FP activity, negative = inhibition, hits mostly inhibitors; 370,000 compounds, 0.028% hits; fluorescence polarization, His-ERG Ets domain / labelled DNA; active = well fitted inhibition curve with a large enough effect in the polarisation, with a control signal flat; inconclusive = small, poorly fitted or top-dose-only effect, or effect the other way, or a change in a side signal; inactive = no such curve, though single readings can be large or run the other way; the % refers to the polarisation;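 also: polarization taken with two DNA probes labelled with fluorescein and Texas red; potency is read from the fitted curve at half-maximal effect; % of control where 0% means no effect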
# Target sequence (P11308 whole entry, looked up, the tested form may be a part): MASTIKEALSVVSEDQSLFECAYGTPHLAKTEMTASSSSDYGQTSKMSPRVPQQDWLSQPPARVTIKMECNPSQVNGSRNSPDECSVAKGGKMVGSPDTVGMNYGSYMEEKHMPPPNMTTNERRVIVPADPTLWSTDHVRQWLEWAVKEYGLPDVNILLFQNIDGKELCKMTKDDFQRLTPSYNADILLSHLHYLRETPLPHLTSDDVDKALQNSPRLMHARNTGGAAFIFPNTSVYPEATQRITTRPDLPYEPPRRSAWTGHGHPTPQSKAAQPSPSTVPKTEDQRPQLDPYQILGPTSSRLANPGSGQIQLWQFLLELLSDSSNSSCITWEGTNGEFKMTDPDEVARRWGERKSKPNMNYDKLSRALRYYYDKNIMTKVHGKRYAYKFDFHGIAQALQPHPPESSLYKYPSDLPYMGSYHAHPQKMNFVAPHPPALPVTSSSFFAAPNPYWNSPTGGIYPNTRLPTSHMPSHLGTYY
#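 His-tagged ERG Ets domain (1 uM in the protein solution; 300mM KCl, 50mM Tris-HCl, 1mM EDTA, 1mM DTT, pH 7.5) received compound, then a probe mix of 5 nM fluorescein-DNA and 100nM Texas-615-DNA. Fluorescence polarization was read for both dyes.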
# RGS4 inhibitor: inhibitors of human regulator of G protein signaling 4; 390,000 compounds, 0.039% hits; Potency, µM (top dose mostly 114 µM), inactives show at the top dose activity change, negative = inhibition, hits mostly inhibitors; P49798; Transcreener GDP fluorescence polarization, RGS4-accelerated GTP hydrolysis; also: potency is read from the fitted curve at half-maximal effect; % is scaled to controls: 0 for no effect and ±100 for the full control effect; nearly all actives have a fitted effect of over 75% in size; some results filed as inactive show a strong effect at the top dose
# Target sequence (P49798 whole entry, looked up): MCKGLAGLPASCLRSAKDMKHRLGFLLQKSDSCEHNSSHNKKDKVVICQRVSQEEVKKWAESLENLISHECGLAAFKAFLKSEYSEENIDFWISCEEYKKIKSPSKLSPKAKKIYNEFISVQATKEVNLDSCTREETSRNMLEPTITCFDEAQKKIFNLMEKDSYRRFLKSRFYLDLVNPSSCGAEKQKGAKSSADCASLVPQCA
#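 MLSMR compounds (23 nl, pin-transferred) preincubated 10 min at room temperature with a 500nM (2x) first reagent, then RGS4 at 900nM (2x) plus Transcreener GDP mix added; fluorescence polarization (620/688 nm) read before and after 90 min at 30 °C.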
# PI4K2A block: inhibitors of human PI4K2A; purified PI4K2A, ADP-Glo luminescence, 1 h; active compounds read low; Q9BTU6; 420,000 compounds, 0.13% hits; AID 1346378; activity change, negative = inhibition, % at 76.9 µM; in the data active = activity change below about -50%; inconclusive = mostly about -30% to -49%;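 also: -100% = wells without enzyme as full effect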
#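 ADP-Glo luminescence measured ADP generated by PI4K2A enzyme (4 ug/mL before mixing) with 1.2 mM PI substrate (pre-mix) and 300 microM ATP (pre-mix). Tris pH7.5 buffer with MgCl2, Triton X-100; 1 h reaction at ambient temperature.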
# Active calls of the source: *; ? = inconclusive; / = not tested or not shown; & = joins results of further samples; [ ] = another dose, or the depositor's remark. Unless noted, calls follow the shape of the dose curve; as a rule, active = well fitted curve in the direction sought with a large enough effect; inconclusive = small, poorly fitted or top-dose-only effect, or another doubt; inactive = no such curve, though single readings can be large; an effect the other way counts as inactive or inconclusive. These rows are one share of the data. The share of hits here may be higher or lower than overall.
nr	SMILES	JMJD2A Tudor	G9a inh	PI4K2A block	ERG-DNA inh	GLS inh	RGS4 inhibitor	HP1b binding inh	BAZ2B inh	12-LOX inh
1	COCCCNC(=O)C[C@H]1C[C@H](C(=O)N2CCCCC2)[C@@]2(CCc3ccccc3)c3[nH]c4cc(CCC(=O)N(C)C)ccc4c3CCN2C1=O	-18%	/	-2	3%	5%	19%	33%	/	/
2	O=C(NCCc1ccc(Cl)cc1)C1CCN(C(=O)N2CCOc3ccccc32)CC1	-13%	7%	8	-9%	-3%	26%	24%	-5%	25%
3	O=C(CN1CCN(c2ccc(F)cc2)CC1)Nc1cccc(C(F)(F)F)c1	-26%	50µM*	13	-12%	12%	-27%	10%	?	0%
4	O=C(Cc1ncc(C(F)(F)F)cc1Cl)NC1CC1	-2%	3%	4	-3%	4%	-9%	28%	-12%	-4%
5	COc1ccccc1CNC(=O)COC(=O)c1cc(=O)[nH]c2ccccc12	-9%	1%[12.7 µM]	1	-5%	9%	1%	21%	9%	6%
6	O=C(CN1CCOCC1)NCCNS(=O)(=O)c1ccccc1	-7%	-2%	-1	-2%	-11%	-19%	31%	-22%	-7%
7	CCC1CCCCN1CCCNC(=O)c1cn(CC)c2ccc(S(=O)(=O)N(C)C3CCCCC3)cc2c1=O (configuration not stated)	-21%&-29%	5%	-11&12	2%&1%	14%&-8%	6%&2%	11%[57 µM]	-37%	-12%&-25%
8	O=C(c1ccccc1)N(Cc1cccnc1)C1(C(=O)Nc2ccccc2)CCCCC1	-13%	14%[59 µM]	4	0%	-3%	-16%	?	-1%	-17%
9	CCCc1cc(=O)n2c(nc3ccccc32)[nH]1	-23%	-4%[59 µM]	-13	-3%	3%	26%	36%	-6%	0%
10	COc1ccc(N(C)S(=O)(=O)c2cccc(C(=O)Nc3nc(C)c(C(C)=O)s3)c2)cc1	-20%	-7%[59 µM]	-2	-4%	3%	12%	29%	-4%	6%
11	Cc1csc(SCc2nc3sc4c(c3c(=O)[nH]2)CCC4)n1	-16%	19%[59 µM]	3	3%	5%	36%	10%	-1%	-12%
12	CCC(=O)Nc1nnc(SCC(=O)Nc2ccc3c(c2)OCCO3)s1	-6%	0%	-4	4%	-19%	-11%	52%[activator]	15%	207%[activator]
13	Cc1cccc(N(C)S(=O)(=O)c2c(C)noc2C)c1	5%	21%	0	9%	-17%	-10%	19%[57 µM]	15%	32%[activator]
14	CC1CN(C(=O)Nc2ccccc2)c2ccccc2-[n+]2ccsc21 (configuration not stated)	-19%	12%[59 µM]	-22	-3%	14%	-42%	0%	-4%	11%
15	Cc1ccc(-c2nc(NC(=O)c3nn(C)cc3[N+](=O)[O-])sc2C)cc1	-8%	19%[12.7 µM]	-7	7%	13%	11%	25%	-2%	1%
16	COCCN1C(=O)C(=O)/C(=C(/O)c2ccc(C)cc2)C1c1ccccn1 (configuration not stated)	-35%	50µM*	-3	4%	9%	19%	9%	-31%	?
17	CSCCC(NS(=O)(=O)c1cccc(C(F)(F)F)c1)C(=O)N(C)Cc1ccc2c(c1)OCCO2 (configuration not stated)	-31%	10%	-6	4%	-3%	9%	-6%	-36%	?
18	CC(C)N1CCN(Cc2ccc3nsnc3c2)CC1CCO (configuration not stated)	-4%	/	4	-3%	10%	-1%	18%	8%	1%
19	c1ccc(-n2nc3c(ccc4cnnc43)[nH]2)cc1	16%[11.4 µM]	18µM*	-13	0%	-20%	-2%[11.4 µM]	-6%	50µM*	60%[activator]
20	CCC(C)[C@H](NC(=O)C1CC(=O)N(c2ccc3c(c2)OCCO3)C1)C(=O)N1CCCCC1 (some centres not stated)	-12%	5%[59 µM]	6	6%	-4%	6%	28%	-8%	0%
21	CCOc1cc(NC(=O)c2ccco2)c(OCC)cc1NC(=O)Cc1cccc(OC)c1	?	?	-4	-14%	-4%	-9%	-25%	?	0%
22	CN(C)c1ccc(CNC(=O)c2cc(S(=O)(=O)N3CCCC3)cn2C)cc1	?	/	-1	-2%	23%	0%	-12%	?	24%
23	CC(C)c1ccc(OCC(=O)Nc2cc(-c3ccccc3)no2)cc1	-14%	29%[59 µM]	-2	4%	2%	4%	68%[activator]	13%	-15%
24	CCCCCCC/C(C)=N/NC(=O)CC(=O)NCCc1ccccc1	-11%	-10%	0	-24%	-8%	7%	9%	1%	4%
25	CCCNC(=O)N[C@@H](Cc1ccccc1)C(=O)OC	-12%	14%	2	0%	-1%	-19%	16%	1%	18%
26	O=C(Nc1cccc(Cl)c1)N1CCOCC1	-11%	7%	5	8%	4%	25%	15%	-7%	0%
27	CCCCOc1ccccc1C(=O)Nc1onc2c1CCCC2	103%[activator]	14%[59 µM]	0	0%	2%	16%	111%[activator]	99%[activator]	-14%
28	COc1cc(C(=O)NCC(=O)Nc2ccc(F)c(F)c2)ccc1OCC(=O)N1CCOCC1	-2%	-6%[0.501 µM]	0	-10%	-6%	?	50%	-1%	-26%
29	CCn1cc(C(=O)NCCc2ccc(Cl)cc2)c(=O)c2cc(S(=O)(=O)N3CCOCC3)ccc21	-24%	4%[59 µM]	-2	-8%	-13%	6%	8%	/	-22%
30	CCOc1ccccc1NC(=O)CSc1nccn1Cc1ccc(F)cc1	-27%	-33%[59 µM]	-4	0%	6%	-24%	8%[57 µM]	?	-7%
31	COc1cc2cc(C)c(Br)c(OC)c2cc1OC	19%	/	3	-7%	7%	-13%	65%[activator]	/	-18%
32	COc1ccc(S(=O)(=O)N2CCOC2CNC(=O)C(=O)NCc2ccccc2Cl)cc1 (configuration not stated)	-1%	46%	6	-21%	-2%	-37%	29%	-3%	0%
33	CCN(CC)c1ccc(NC(=O)CN2C(=O)NC3(CCc4ccccc43)C2=O)cc1 (configuration not stated)	?	79%[activator][12.7 µM]	0	-2%	11%	-17%	?	7%	8%
34	COc1ccc(C(NC(=O)c2ccc(=O)[nH]c2)C(=O)Nc2ccc(C(C)C)cc2)cc1 (configuration not stated)	-22%	-22%	-1	-1%	6%	21%	16%	-19%	-20%
35	CC1CN(C(=O)CCC(=O)NCc2ccc(Cl)cc2)c2ccccc2S1 (configuration not stated)	-15%	13%	2	-4%	7%	8%	14%	-1%	336%[activator]
36	CC(=O)N1CCc2cc(C(=O)CN3CCCCC3)ccc21	-26%	50µM*	0	2%	0%	-28%	36%	3%	-5%
37	COC(=O)c1sccc1NC(=S)N1CCN(c2ccccc2F)CC1	-3%	17%[59 µM]	2	3%	19%	3%	44%[activator]	-2%	-20%
38	O=C(NCc1ccc(Cl)cc1)c1cnc(N2CCCCC2)c2ccccc12	21%	46%[activator][59 µM]	0	-1%	9%	1%	34%[57 µM]	-5%	0%
39	CCn1ncc(/C=N/NC(=O)c2cc(Cl)ccc2OC)c1C	-6%	6%[59 µM]	-2	/	3%	6%	6%	7%	10%
40	O=C(OCc1cccc([N+](=O)[O-])c1)c1cnccn1	-19%	1%	-7	6%	5%	14%	28%	-16%	5%
41	Fc1ccccc1-c1nc(-c2ccc(Cl)cc2)no1	12%	/	2	4%	4%	-11%	40%	/	-3%
42	CCOc1ccc(NC(=O)Cn2nnc(C(=O)NCc3ccc4c(c3)OCO4)c2N)cc1	-21%	2%	5	-1%	-2%	12%[56.9 µM]	42%[activator]	-9%	-6%
43	O=C(O)CCC(=O)N1CCN(c2nc(-c3ccccc3)c3cc(Br)ccc3n2)CC1	29%	14%	0	8%	6%	-13%	72%[activator]	16%	8%&-5%
44	COc1ccc(-c2nn(CC(=O)Nc3ccc(Cl)c(Cl)c3)c(=O)c3ccccc23)cc1	-17%	1%	-7	-3%	-5%	-5%	6%	?	163%[activator]
45	C[C@H](CO)N1C[C@H](C)[C@@H](CN(C)C(=O)Nc2ccccc2)Oc2ccc(NC(=O)C3CCCCC3)cc2C1=O	-6%	/	0	7%	-1%	7%	30%	/	0%
46	COc1ccc(C(CNC(=O)c2ccc3c(c2)OCCO3)N(C)C)cc1 (configuration not stated)	-13%	18%[59 µM]	8	-6%	7%	-7%	6%	3%	-14%
47	O=C(NC1CCCCC1)C(=O)c1c(-c2ccccc2)[nH]c2ccccc12	-2%	-11%	0	-8%	-6%	8%	38%	-11%	-18%
48	O=C(COC(=O)CN1C(=O)NC2(CCCC2)C1=O)Nc1ccc(C(F)(F)F)cc1[N+](=O)[O-]	-11%	-6%[12.7 µM]	1	3%	3%	13%	-5%	-10%	-12%
49	CCOC(=O)Cn1c(=O)oc2cc(S(=O)(=O)N3CCN(c4cccc(C)c4C)CC3)ccc21	-24%	-1%[59 µM]	1	-6%	-3%	-15%	7%	-11%	-4%
50	COC(=O)c1cc(NC(=O)CSc2nc(C)cc(=O)[nH]2)cc(C(=O)OC)c1	-16%	-6%[2.33 µM]	3	-9%	4%	17%	7%	-4%	1%
51	CC(=O)Nc1ccc(S(=O)(=O)N(Cc2cccnc2)Cc2cc3ccc(C)cc3[nH]c2=O)cc1	-21%	20%	4	-2%	-1%	-24%	26%	-24%	-22%
52	CCCN1C(=O)SC(CC(=O)Nc2cccc3ccccc23)C1=O (configuration not stated)	5%	-2%[59 µM]	3	-7%	-2%	-5%	46%[activator]	-4%	0%

# Compound activity: PubChem BioAssay, National Center for Advancing Translational Sciences (NCATS)
